Bioassay records deposited in PubChem BioAssay by The Scripps Research Institute Molecular Screening Center.
MITF primary = blocks human microphthalmia-associated transcription factor; O75030; AlphaScreen MITF homodimerization, bead proximity signal; inhibition, % at 2.6 µM; 0.91% of 650,000 active; AID 1259374; in the data active = inhibition above about 50%;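 also: 0% = vehicle wells with protein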
Target sequence (O75030 whole entry, looked up): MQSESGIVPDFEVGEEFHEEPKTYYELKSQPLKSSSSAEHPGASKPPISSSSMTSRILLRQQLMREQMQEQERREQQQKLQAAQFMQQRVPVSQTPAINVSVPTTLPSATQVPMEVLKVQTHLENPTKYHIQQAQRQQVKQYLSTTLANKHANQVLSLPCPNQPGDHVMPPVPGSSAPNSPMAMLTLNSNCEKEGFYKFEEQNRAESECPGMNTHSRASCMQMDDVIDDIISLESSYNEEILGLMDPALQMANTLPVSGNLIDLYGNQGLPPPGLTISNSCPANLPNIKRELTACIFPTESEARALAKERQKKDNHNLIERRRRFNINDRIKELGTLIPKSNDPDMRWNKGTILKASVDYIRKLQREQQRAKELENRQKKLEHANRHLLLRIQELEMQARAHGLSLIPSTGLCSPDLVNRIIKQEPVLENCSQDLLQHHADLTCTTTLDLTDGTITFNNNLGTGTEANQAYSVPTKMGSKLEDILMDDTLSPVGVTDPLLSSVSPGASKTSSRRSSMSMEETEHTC
TEAD-YAP inh = TEAD-YAP interaction inhibition. inhibition, % at 9.12 µM. HEK-TIYL cells, TEAD-Gal4/YAP UAS-luciferase luminescence. 1.4% of 640,000 active. AID 1259422; in the data active = inhibition above about 32%;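 also: 0% = median of test compound wells and 100% = reference inhibitor wells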
FBW7 act = human FBW7 E3 ligase activation, primary screen; AlphaScreen FBW7–phospho-cyclin E peptide binding, activator screen; normalized activity (activation), % at 26.1 µM; 0.13% of 650,000 active; AID 1259310; in the data active = normalized activity above about 1.9%;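 also: purified mutant Fbw7 with reduced substrate affinity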
GPR151 ag = activates the human receptor GPR151; Q8TDV0; PathHunter beta-arrestin GPR151 cells, luminescence; activation, % at 11.2 µM; 1% of 650,000 active; AID 1508602; in the data active = activation above about 4.9%;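 also: 0% = median of compound wells and 100% = cells with positive control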
Target sequence (Q8TDV0 whole entry, looked up): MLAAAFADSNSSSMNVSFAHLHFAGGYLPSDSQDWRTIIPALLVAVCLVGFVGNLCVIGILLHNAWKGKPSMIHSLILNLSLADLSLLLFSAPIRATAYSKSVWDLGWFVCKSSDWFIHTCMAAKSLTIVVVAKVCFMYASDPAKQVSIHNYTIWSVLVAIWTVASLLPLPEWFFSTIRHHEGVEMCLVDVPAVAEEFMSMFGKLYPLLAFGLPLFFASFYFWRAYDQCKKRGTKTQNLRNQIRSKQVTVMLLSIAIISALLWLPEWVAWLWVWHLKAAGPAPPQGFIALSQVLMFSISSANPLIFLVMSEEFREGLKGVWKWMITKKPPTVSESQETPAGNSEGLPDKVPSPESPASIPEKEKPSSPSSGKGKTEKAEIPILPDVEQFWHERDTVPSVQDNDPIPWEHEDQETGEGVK
* = called active by the depositor; & = joins results of further samples.

SMILES	MITF primary	TEAD-YAP inh	FBW7 act	GPR151 ag
CC1(C)CC(=O)C2=C(C1)N(c1ccc(Br)cc1)C(N)=C(C#N)C2c1ccc([N+](=O)[O-])cc1 (configuration not stated)	3	-2	0.0	-0.3
Cc1ccc(C(=O)N2CCC(N3CCC(C(=O)NC(C)C)CC3)CC2)s1	7	11	-0.1	0.1
Cc1ccccc1-n1c(SCC(=O)Nc2nccs2)nnc1-c1ccccn1	2	37*	0.0	-0.1
O=C(Nc1nc(-c2ccc(F)cc2)cs1)c1ccc(Cl)cc1	11	-8	0.7	1.8
COc1ccc(Cl)cc1Nc1nc(-c2sc(C)nc2C)cs1	1	7	0.0	1.8
CCCNS(=O)(=O)c1ccc(OCC)cc1	-7	0	0.1	1.0
CCc1nc2ccccc2c2nn(CC(=O)Nc3ccccc3-c3ccc(C)o3)c(=O)n12	1	-2	0.0	-0.8
COc1ccc(NC(=O)C(=O)NCc2ccccc2)cc1Cl	11	-3	0.0	-1.3
O=C(Nc1ccc2c(c1)CN(C(=O)c1csnn1)CC2)C1CCCO1 (configuration not stated)	15	-12	0.0	-1.4
COC(=O)c1c(NC(=O)c2ccccc2I)sc2c1CC(C)(C)NC2(C)C	-6	-5	-0.1	1.0
O=C(NCc1ccccc1)C(C(=O)c1cccc([N+](=O)[O-])c1)n1ccccc1=O (configuration not stated)	5	4	0.2	0.5
c1ccc(-c2cc(N3CCCCCC3)n[nH]2)cc1	9	-39	-0.7	0.5
COc1ccc(-c2csc(C3COc4ccccc4O3)n2)c(OC)c1 (configuration not stated)	-8	-8	0.1	0.6
CCCC(c1nnnn1C(C)(C)C)N1CCN(Cc2ccccc2OC)CC1 (configuration not stated)	-2	-8	-0.1	0.7
COc1cccc(CCNC(=O)C2CC23CCN(Cc2ccccc2)CC3)c1 (configuration not stated)	-28	8	-0.1	2.3
COc1ccccc1N(C)S(=O)(=O)c1ccc(Cl)cc1	2	-6	0.0	-0.5
CCOc1ccc(NC(=O)c2csc3c2CCCC3)cc1	5	-41	0.4	-0.4
CC1CCc2c(sc3nc(CC#N)[nH]c(=O)c23)C1 (configuration not stated)	-4	3	0.4	-0.2
CCC(C)C(=O)NCc1nnc2n1CCN(Cc1ccc(OC(C)C)cc1)CC2 (configuration not stated)	-1	5	0.1	-0.3
CC(=O)N[C@@H]1c2ccccc2C2(CCN(C(=O)/C=C/C(C)C)CC2)[C@H]1OCc1ccncc1	10	-19	0.0	4.5
COC(=O)CSC1=C(C#N)C(=O)NC2(CCCCC2)S1	-2	-2	0.1	-0.7
CCOc1cc([N+](=O)[O-])cc(C=Nc2ccc(C)cc2O)c1O	3	-2	-0.1	0.2
CCCCCCN(CCCCCC)C(=O)c1ccc(NC(=O)c2ccc(NC(=O)c3cccc(C)c3)cc2)cc1	2	1	0.1	-1.0
CN1CCNC(=O)C1CC(=O)N1CCN(C(c2ccccc2)c2ccccc2)CC1 (configuration not stated)	2	7	0.0	0.8
COc1cc(CCC(=O)NC2(c3ccccc3F)CCCC2)on1	-8	-11	-0.1	0.5
Cc1cc(Br)ccc1OCC(=O)NCc1ccco1	21	-1	0.3	1.1
Cc1nnnn1CC(=O)NC(c1ccccc1)c1ccccc1	-5	-4	0.0	0.2
Nc1nc2ccccc2n1CCCOc1ccc(Br)cc1	11	0	-0.1	-0.1
Cn1c(SCc2c[nH]c3cc([N+](=O)[O-])ccc23)nc2sc3c(c2c1=O)CCCC3	-9	-20	-0.1	0.1
O=C(CCCc1ccccc1)Nc1ccc(S(=O)(=O)N2CCCCC2)cc1	-2	3	0.0	-0.3
COc1ccc(C(=O)N2C(=O)c3cccc(N)c3C2=O)cc1[N+](=O)[O-]	1	4	0.1	-0.8
COc1cc(-c2nc3ccccn3c2NCC2CCCO2)ccc1O (configuration not stated)	-8	26	0.0	0.4
COc1cccc(C(=O)NNC(=O)Cc2ccccc2OC)c1	12	5	0.9	-0.5
CCOC(=O)C1=C(c2ccccc2)NC(=S)NC1c1ccc(O)cc1 (configuration not stated)	3	1	-0.2	1.3
CCOc1ccccc1-n1nnc(-c2nc(-c3ccccc3)no2)c1N	3	-24	0.0	0.5
O=C(Nc1ccc(F)c(F)c1)c1ccc(N2CC3CC(C2)c2cccc(=O)n2C3)c(NC(=O)c2ccc(Br)o2)c1 (configuration not stated)	13	-8	0.4	2.6
Cc1noc(C)c1COC(=O)CCCc1nc2ccccc2s1	-7	-1	-0.2	-1.1
CCN1CCN(S(=O)(=O)c2cc(C(C)C)c(C)cc2OC)CC1	-1	0	-0.4	-1.2
CN(C)CCN(C(=O)c1c(F)cccc1F)c1nc2ccccc2s1	6	-13	-0.1	-0.9
O=C(CCCn1c2ccccc2c2cn[nH]c(=O)c21)NCc1cccs1	-7	-3	-0.1	0.0
COc1ccc(C(=O)NCc2nnc(SCC(=O)N3N=C(c4cccs4)CC3c3ccc(C)cc3)n2C)cc1 (configuration not stated)	-9	0	-0.1	-1.2
CC(=O)OC1(C#CI)C2CC3CC(C2)CC1C3 (configuration not stated)	-5	-4	0.0	-0.5
COc1ccc(-c2cncc(-c3cccc(N)c3)n2)cc1	17	8	0.3	-0.7
Cc1oc2cc(OCC(=O)O)ccc2c(=O)c1Oc1ccc(C(=O)O)cc1	0	-16	-0.2	0.4
CC1(C)C(c2ccccc2)=[N+]([O-])C(c2ccccc2[N+](=O)[O-])N1O (configuration not stated)	4	-2	-0.1	-1.7
COC(=O)CSc1nc(N)c(C#N)c(-c2cccs2)c1C#N	10	-5	0.0	0.2
Cc1ccccc1-n1nc2c(c1NC(=O)C(C)(C)C)CSC2	3	1	0.0	0.0
O=C(/C=C/c1ccc(F)cc1)NCc1ccc2c(c1)OCO2	-8	-2	0.5	-0.1
COc1ccc(C2CC(c3ccc4ccccc4c3O)=NN2)cc1OC (configuration not stated)	14	-22	0.0	0.9
CCOc1ccc(C(=O)CCC(=O)Nc2cccc3ccccc23)cc1	-14	8	-0.1	-1.1
Cc1cccc(NC(=O)c2ccc(CNc3c(N4CCCCC4)c(=O)c3=O)cc2)c1	2	4	-0.3	-0.9
CC1=C(C(=O)Nc2ccccc2)C(c2ccccn2)n2ncnc2N1 (configuration not stated)	14	0	0.2	0.3
O=C(CSc1nc2ccccc2c(=O)[nH]1)c1ccc(O)c(O)c1	6	2	-0.5	-0.3
CCOC(=O)c1ccc(NC(=O)C2C3C=CC(C3)C2C(=O)O)cc1 (configuration not stated)	14	-25	0.8	0.7
COc1ccc(Br)cc1/C=C\C(=O)Nc1ccc([N+](=O)[O-])cc1OC	14	-3	0.5	-1.3
N#Cc1cc2cc3c(cc2nc1SCC(=O)Nc1ccccc1)OCCO3	-8	-8	-0.1	-0.6
Cc1cc(C)c(C#N)c(NCc2ccccn2)n1	4	-4	0.3	-0.4
O=C1CCCC(=O)N1CCS(=O)(=O)N1CCN(c2ncccn2)CC1	-6	0	-0.1	-1.2
O=C1CC(N2CCN(c3ccc(F)cc3)CC2)C(=O)N1CC(c1ccccc1)c1ccccc1 (configuration not stated)	-1	-9	0.0	0.5
Cc1ccc(C(=O)NCCc2nnc3n2CCN(CC2=CC[C@H]4C[C@@H]2C4(C)C)CC3)cc1	-11	6	-0.1	-0.5

(list continues)
SMILES	MITF primary	TEAD-YAP inh	FBW7 act	GPR151 ag
Cc1cc(NC(=O)c2cccc(Cl)c2)ccc1-c1cc2ccccc2oc1=O	-3	-2	0.1	2.1
CSc1nsc(N/N=C/c2ccccc2F)c1C#N	-1	2	0.0	-0.6
CCc1ccccc1NC(=O)Nc1ccc(OC)cc1	-8	-24	0.0	-4.2
O=C1N[C@H](Cc2ccccc2)C(=O)N2CCN(C(=O)NCc3ccccc3)C[C@H]12	69*	7	0.0	-0.7
CNC(=O)COC(=O)c1ccc([N+](=O)[O-])cc1Cl	-12	7	0.2	0.3
CCC(C)NC(=O)CNC(=O)Cn1cnc2sc(C)cc2c1=O (configuration not stated)	18	6	0.1	-0.5
Cc1cccc(-c2nc(CCNS(=O)(=O)c3c(C)noc3C)cs2)c1	3	-17	-0.2	-2.1
CS(=O)(=O)N(CC(=O)Nc1ccc(F)c(Cl)c1)c1cccc(C(F)(F)F)c1	6	11	0.3	0.5
CC(=O)Nc1cccc(Oc2cc([N+](=O)[O-])cc3c2C=Cc2ccccc2O3)c1	10	-6	-0.1	-0.6
Cc1ccc(NC(=O)CC2C(=O)Nc3c2c(=O)n(C)c(=O)n3Cc2ccccc2)c(C)c1 (configuration not stated)	-15	8	-0.1	-0.8
CC(=O)c1sc(=S)n(-c2ccc(N(C)C)cc2)c1C	-9	-3	-0.1	0.0
CCOC(=O)CNc1nc(N2CCOCC2)nc(N2CCOCC2)n1	-10	-14	0.0	0.1
COC(=O)c1ccc(COc2ccc(C(C)C)cc2)o1	5	-125	1.0	-0.5
O=C(O)c1cc(Cl)c2c(c1)OCCO2	17	5	0.8	-1.1
O=C(CS(=O)(=O)Cc1ccccc1)N1CCc2ccccc2C1	17	-14	0.9	-0.2
CCOC(=O)c1c(-c2ccccc2)oc2ccc(O)cc12	-8	-1	-0.2	0.2
COc1ccc(OC)c(/C=N/NC(=O)C(O)c2ccccc2)c1 (configuration not stated)	-1	9	0.1	2.2
CCOC(=O)C1=C(C)N=c2s/c(=C\c3ccc(OCc4cccc5ccccc45)c(OC)c3)c(=O)n2C1c1ccc(Cl)cc1 (configuration not stated)	0	2	0.1	0.3
CCOC(=O)c1c[nH]c2c(C)cc(Cl)cc2c1=O	6	6	0.0	2.2
CC(=O)N[C@@H](CS)C(=O)O	-11&19&6	0&8	-0.1&0.0&0.3	-0.7&-2.6&0.4
C/C(N)=C(/C#N)C(=O)CSc1nnc2n(-c3c(C)cccc3C)c(=O)c3ccccc3n12	36	2	0.0	-1.3
COc1ccc(C2C=C(c3ccc(Cl)cc3)Nc3ncnn32)cc1OC (configuration not stated)	21	4	0.4	1.1
CCCCOc1ccccc1N1C(=O)c2ccc(C34CC5CC(CC(C5)C3)C4)cc2C1=O	3	7	0.1	0.3
CCC(=O)C1=C(c2cccc(OC)c2)N(C(=O)CC)n2c(C)nnc2S1	0	22	-1.2	3.4
O=S(=O)(Nc1ccc2c(c1)OCCO2)c1c(Cl)cccc1Cl	10	14	-0.2	0.1
CCN(CC)C(C)c1ccc(C(=O)OC)o1 (configuration not stated)	3	3	0.1	0.7
CCc1cc2c(=O)c(-c3nc4ccccc4n3C)c(C)oc2c(CN2CCCCC2)c1O	0	-6	-0.1	-0.4
CCCCOc1ccc(C(=O)NCCC(=O)NCCCC(=O)O)cc1	20	-8	0.1	-0.7
Cc1cccc(N(C)S(=O)(=O)c2nnc(NC(=O)c3cccs3)s2)c1	-5	-3	-0.3	1.4
COCCn1c(CN2CCCCC2C)nc2c1c(=O)n(C)c(=O)n2C (configuration not stated)	10	5	0.0	0.1
CCCN1CCN(C(=O)C(CC)n2nc(C)c3sc4ccccc4c3c2=O)CC1 (configuration not stated)	2	9	0.0	0.5
Cc1ccc(Nc2nc(=S)[nH]c3ccccc23)cc1C	13	4	0.1	-0.7
O=C(c1ccno1)N1CCN(c2ccc3cccc(-c4ccncc4)c3n2)CC1	-7	-5	0.2	0.2
CC(C)CN1CCC(c2nc(-c3ccncc3)n[nH]2)CC1	-2	0	-0.1	-0.9
CCOc1ccc(N2C(=O)CC(NCc3ccco3)C2=O)cc1 (configuration not stated)	-11	5	-0.1	-0.2
O=C(COC(=O)CNC(=O)c1ccccc1)NNC(=O)c1ccc([N+](=O)[O-])cc1	9	2	0.1	1.6
Cc1ccccc1OCC(O)CNCC(O)c1ccccc1 (configuration not stated)	33	-5	-0.1	0.5
COc1cc([N+](=O)[O-])ccc1NC(=O)NNC(=S)Nc1ccc(Cl)cc1	8	4	-0.2	3.6
COc1ccc(NC(=S)N(Cc2ccc(F)cc2)C2CCCCC2)cc1Cl	-2	-5	-0.1	-0.3
O=C1NCCN1C(=O)C12CC3CC(CC(C3)C1)C2	0	-4	0.0	2.1
CCOC(=O)c1sc(NC(=O)c2cc(C)n(C)n2)nc1-c1ccccc1	-4	-8	0.3	-0.2
COc1ccc(-c2nnc(Nc3ccc(O)cc3)c3ccccc23)cc1	16	-6	1.2	-2.8

Grouped by structure: the entries above containing a thiophene ring, fused or not (11)
SMILES	MITF primary	TEAD-YAP inh	FBW7 act	GPR151 ag
Cc1ccc(C(=O)N2CCC(N3CCC(C(=O)NC(C)C)CC3)CC2)s1	7	11	-0.1	0.1
COC(=O)c1c(NC(=O)c2ccccc2I)sc2c1CC(C)(C)NC2(C)C	-6	-5	-0.1	1.0
CCOc1ccc(NC(=O)c2csc3c2CCCC3)cc1	5	-41	0.4	-0.4
CC1CCc2c(sc3nc(CC#N)[nH]c(=O)c23)C1 (configuration not stated)	-4	3	0.4	-0.2
Cn1c(SCc2c[nH]c3cc([N+](=O)[O-])ccc23)nc2sc3c(c2c1=O)CCCC3	-9	-20	-0.1	0.1
O=C(CCCn1c2ccccc2c2cn[nH]c(=O)c21)NCc1cccs1	-7	-3	-0.1	0.0
COc1ccc(C(=O)NCc2nnc(SCC(=O)N3N=C(c4cccs4)CC3c3ccc(C)cc3)n2C)cc1 (configuration not stated)	-9	0	-0.1	-1.2
COC(=O)CSc1nc(N)c(C#N)c(-c2cccs2)c1C#N	10	-5	0.0	0.2
CCC(C)NC(=O)CNC(=O)Cn1cnc2sc(C)cc2c1=O (configuration not stated)	18	6	0.1	-0.5
Cc1cccc(N(C)S(=O)(=O)c2nnc(NC(=O)c3cccs3)s2)c1	-5	-3	-0.3	1.4
CCCN1CCN(C(=O)C(CC)n2nc(C)c3sc4ccccc4c3c2=O)CC1 (configuration not stated)	2	9	0.0	0.5
